# Bioassay records as filed in PubChem.
# NS3 helicase inh – inhibitors of HCV NS3 helicase, primary screen, biochemical, Cy5 molecular beacon fluorescence | Hepatitis C virus NS3 helicase | inhibition, % at 10.9 µM | AID 1800, 2009 | 290,000 compounds, 0.56% hits | NS3 helicase DNA unwinding;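 active means inhibition above the mean of all tested compounds plus 3 SD, set per campaign, cut at about 35% in these data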;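 further: 0% = DMSO wells and 100% = thioflavine S control wells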
#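 Assay system – hepatitis C virus NS3 helicase domain fragment enzyme · Buffer or medium – MOPS pH 6.5, MgCl2, DTT, Tween20, BSA · Reagent – Cy5/quencher beacon DNA duplex and ATP to start · Compound – single 10.9 µM dose · Timing – 1 h at 25 °C · Technique – Cy5 beacon fluorescence read at start and 1 h · Measure – % inhibition of unwinding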
# DNA FID counter – compounds displacing fluorescent DNA intercalator, primary screen, artefact control for HCV NS3 helicase inhibitor project, biochemical, FID fluorescence. DNA fluorescent intercalator displacement. inhibition, % at 7.9 µM. 290,000 compounds, 0.17% hits; in the data active means inhibition above about 37%;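 further: 0% = vehicle and 100% = reference compound; higher means more ethidium bromide displaced from hairpin DNA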
# pCIP destab – p/CIP-EGFP fusion destabilizers, primary screen, fluorescence, F442A cells. Q05BA5. 16 h. decrease of EGFP signal, % at 10 µM. 290,000 compounds, 0.01% hits. AID 1984, 2009;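 active means EGFP signal decrease of at least 30% at 10 µM or well 3 SD below plate mean, unless failing retest; inactive means the rest, including hits failing retest or dose response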; further: some compounds called inactive have numbers as strong as hits; many of its hits are not listed in these tables
# Target sequence (Q05BA5 1-1403): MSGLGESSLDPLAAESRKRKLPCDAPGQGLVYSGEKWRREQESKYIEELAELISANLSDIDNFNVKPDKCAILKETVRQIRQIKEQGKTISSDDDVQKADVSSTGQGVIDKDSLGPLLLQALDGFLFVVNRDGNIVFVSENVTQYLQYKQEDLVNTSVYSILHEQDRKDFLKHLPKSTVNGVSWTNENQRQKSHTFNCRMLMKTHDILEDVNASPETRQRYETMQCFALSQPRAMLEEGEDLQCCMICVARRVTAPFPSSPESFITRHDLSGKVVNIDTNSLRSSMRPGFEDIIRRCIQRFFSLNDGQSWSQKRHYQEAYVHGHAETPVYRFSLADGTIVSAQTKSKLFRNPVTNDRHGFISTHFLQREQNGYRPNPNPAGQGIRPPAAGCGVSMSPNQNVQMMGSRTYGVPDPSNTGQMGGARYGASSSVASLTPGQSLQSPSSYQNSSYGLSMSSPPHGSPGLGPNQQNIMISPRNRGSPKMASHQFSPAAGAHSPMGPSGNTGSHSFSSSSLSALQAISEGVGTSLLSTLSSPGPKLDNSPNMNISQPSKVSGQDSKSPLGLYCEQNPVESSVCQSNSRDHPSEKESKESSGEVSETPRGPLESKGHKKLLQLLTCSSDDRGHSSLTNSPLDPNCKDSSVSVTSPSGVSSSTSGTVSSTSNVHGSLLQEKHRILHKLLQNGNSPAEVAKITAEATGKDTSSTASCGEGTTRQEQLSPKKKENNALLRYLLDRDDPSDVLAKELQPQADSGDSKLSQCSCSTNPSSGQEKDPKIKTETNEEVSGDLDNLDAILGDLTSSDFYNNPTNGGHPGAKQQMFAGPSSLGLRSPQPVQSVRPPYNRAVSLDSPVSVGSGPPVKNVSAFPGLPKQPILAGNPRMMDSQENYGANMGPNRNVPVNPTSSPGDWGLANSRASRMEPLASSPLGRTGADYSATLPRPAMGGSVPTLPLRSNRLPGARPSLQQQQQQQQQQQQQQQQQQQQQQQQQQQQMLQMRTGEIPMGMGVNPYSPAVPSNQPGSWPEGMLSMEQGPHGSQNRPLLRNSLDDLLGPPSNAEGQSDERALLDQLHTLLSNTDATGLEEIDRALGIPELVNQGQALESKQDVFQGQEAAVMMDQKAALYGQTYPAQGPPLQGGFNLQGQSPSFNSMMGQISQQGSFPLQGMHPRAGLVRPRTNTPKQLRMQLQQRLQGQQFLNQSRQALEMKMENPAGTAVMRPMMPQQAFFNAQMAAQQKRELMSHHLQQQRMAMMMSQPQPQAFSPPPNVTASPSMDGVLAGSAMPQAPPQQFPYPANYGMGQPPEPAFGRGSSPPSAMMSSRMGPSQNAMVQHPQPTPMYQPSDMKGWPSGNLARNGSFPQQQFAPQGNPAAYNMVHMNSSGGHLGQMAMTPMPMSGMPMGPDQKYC
# IDE act – human IDE activators in live cells, primary screen, fluorescence polarization, HEK cells, FAbeta-B substrate. Insulin-degrading enzyme (Homo sapiens), P14735. activation, % at 5.96 µM. 340,000 compounds, 0.073% hits. FAbeta-B cleavage; 0% vehicle, 100% cell-free pure enzyme wells. AID 493087, 2011;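 active means activation above the mean of all tested compounds plus 3 SD, set per screening campaign, cut at about 17% in these data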
# VIM-2 inhibitor – VIM-2 metallo-beta-lactamase inhibitors, primary screen, biochemical, epi-absorbance readout, Pseudomonas aeruginosa enzyme; inhibition, % at 5.6 µM; AID 1527, 2009; purified VIM-2, nitrocefin hydrolysis, epi-absorbance fluorescence; 290,000 compounds, 0.89% hits;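 active means inhibition above the mean of all tested compounds plus 3 SD, cutoff set per screening run, cut at about 7.5% in these data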;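 further: red hydrolysis product quenches plate fluorescence so inhibitors raise well fluorescence; 0% = enzyme with DMSO and 100% = DMSO without enzyme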
# PfM18AAP inh – PfM18AAP inhibitors, malaria aminopeptidase, primary screen, biochemical, QFRET, recombinant enzyme; 290,000 compounds, 1.2% hits; M18 aspartyl aminopeptidase (Plasmodium falciparum 3D7); H-Glu-NHMec fluorogenic cleavage; inhibition, % at 7.35 µM;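 active means inhibition above the campaign mean inhibition over all tested compounds plus 3 SD, cut at about 28% in these data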;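 further: 0% = plate median of test compound wells and 100% = 2 mM ZnCl2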
# UBC9 SUMO inh – inhibitors of in vitro SUMOylation cascade, primary screen, biochemical, HTRF, uHTS; SUMO-conjugating enzyme UBC9 (Homo sapiens), P63279; HTRF SUMOylation assay, SAE1/SAE2 + UBC9; inhibition, % at 35 µM; 290,000 compounds, 0.36% hits; AID 2006, 2009; in the data active means inhibition above about 50%, passing the limit was not always enough; further: strong numbers were not always called active
# IDE inh – human IDE inhibitors in live cells, primary screen, fluorescence polarization, HEK cells, FAbetaB substrate | Insulin-degrading enzyme (Homo sapiens), P14735 | FAbetaB cleavage | inhibition, % at 5.59 µM | 320,000 compounds, 0.41% hits;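 active means percent inhibition above the average of all tested compounds plus 3 SD, set per screening campaign, cut at about 16% in these data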;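 further: IDE supplied by intact live HEK cells; FP after avidin binding of uncleaved biotin substrate so inhibition keeps polarization high; 0% = DMSO wells and 100% = 60 µM reference IDE inhibitor Ii1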
# IMP-1 inh – IMP-1 metallo-beta-lactamase inhibitors, primary screen, biochemical, epi-absorbance readout, Pseudomonas aeruginosa enzyme; metallo-beta-lactamase IMP-1 (Pseudomonas aeruginosa); purified IMP-1, nitrocefin hydrolysis, epi-absorbance fluorescence; inhibition, % at 5.6 µM; 290,000 compounds, 0.45% hits; AID 1556, 2009;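 active means inhibition above the mean plus 3 SD of all compounds in the same screening run, cut at about 4.5% in these data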;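 further: 0% = IMP-1 with DMSO and 100% = DMSO wells lacking enzyme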
#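 Test system: recombinant IMP-1 enzyme, purified / Medium: HEPES buffer pH 7.1 with ZnSO4 and Brij 35 / Doses: single dose, 5.6 µM / Times: 25 °C, 15 min preincubation, 25 min reaction / Detection: Epi-absorbance via hydrolysed-nitrocefin quenching of white-plate fluorescence, 480/530 nm, EDTA stop / Evaluation: percent inhibition from optical density relative to buffer-blank wells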
# An asterisk follows results filed as active; . = not tested or not shown.
cpd	SMILES	NS3 helicase inh	DNA FID counter	pCIP destab	IDE act	VIM-2 inhibitor	PfM18AAP inh	UBC9 SUMO inh	IDE inh	IMP-1 inh
1	O=c1c2cc(Cl)ccc2nc(-c2ccc([N+](=O)[O-])cc2)n1O	-6	-3	-4	3	-0.6	-8	-1	5	-0.1
2	CC(=O)N1CCOc2ccc(S(=O)(=O)NCc3ccccc3Cl)cc21	2	-25	-2	7	-2.3	-4	11	2	-3.3
3	COc1ccc(-c2csc(NC(=S)NC(=O)/C=C/c3ccccc3)n2)cc1Br	-3	-10	-6	.	-1.8	2	-5	0	-2.6
4	CCN(c1ccccc1)S(=O)(=O)c1ccc(C(=O)Nc2nnc(-c3ccco3)o2)cc1	25	-47	5	6	-4.0	0	-40	0	-3.3
5	CCCN(CCC)S(=O)(=O)c1ccc(C(=O)Nc2nnc(CSC)o2)cc1	11	-31	2	5	-6.7	-12	17	-5	-2.6
6	CCCCOc1ccc(C(=O)Nc2cccc(C)n2)cc1	-14	-13	-1	7	-2.6	1	-27	1	-2.2
7	CC(/C=C1\SC(=S)N(NC(=O)c2ccc(O)cc2)C1=O)=C\c1ccccc1	-13	13	-7	1	-1.9	11	22	-5	-4.4
8	COc1ccc(NC(C)=O)cc1S(=O)(=O)Nc1ccc(C(=O)N2CCCC2)cc1	-6	-2	-8	6	0.8	-16	16	-2	-2.0
9	O=C(c1ccc(Br)o1)N1CCN(Cc2ccccc2Cl)CC1	-16	-27	3	2	-0.9	-1	1	10	-2.6
10	Cc1ccc(NC(=O)c2ccc(S(=O)(=O)N3CCCC3)cc2)cc1	-7	-10	.	-3	0.1	-13	.	2	-2.0
11	CCOC(=O)C(C)Sc1nc2ccccc2c(=O)n1CC1CCCCC1 (stereo unspecified)	7	-7	12	-3	-0.8	14	-6	2	3.2
12	COc1cc(CN2CCNC(=O)C2CC(=O)N(Cc2nccn2C)C(C)C)cc(OC)c1 (stereo unspecified)	2	-4	-6	6	-5.9	2	-1	2	-1.2
13	CCc1nnc(NC(=O)CCC(=O)NC2CCCc3ccccc32)s1 (stereo unspecified)	1	3	-2	8	-1.1	2	-8	2	-1.9
14	CN(C)CCCNC(=O)c1cc(C(=O)c2ccc(F)cc2)c[nH]1	2	2	-2	-1	1.5	-10	12	0	-2.5
15	COc1ccc(-c2[nH]c3ccccc3c2SCCN)cc1	-65	18	4	7	-2.9	-1	-8	2	-3.5
16	COc1cccc(CC2(CO)CCCN(S(=O)(=O)N(C)C)C2)c1 (stereo unspecified)	-2	-10	-12	-2	-3.9	3	21	3	-3.3
17	O=C(Cn1cc(C(=O)C2CC2)c2ccccc21)NC1CCCC1	7	-5	5	3	0.2	-1	-4	2	-2.7
18	Cc1ccc(C(=O)CC(=O)c2ccc(C)cc2O)cc1	-7	-16	-9	1	-1.5	-8	-3	.	-0.9
19	Cc1ccc(/C=C/c2nnc(-c3cccc(C)c3)o2)cc1	-4	-2	6	3	-3.9	0	-2	3	-2.4
20	O=C(COC(=O)/C=C/c1nc2ccccc2s1)Nc1ccccc1Oc1ccccc1	5	-8	4	8	-3.6	-1	-37	9	-0.7
21	COCCNC(=O)c1cc2c(=O)[nH]c3ccccc3c2s1	70*	-14	-5	1	-0.4	1	-3	12	-0.3
22	O=C(NCC1CCCO1)c1cccc(N2C(=O)C3C4C=CC(C4)C3C2=O)c1 (stereo unspecified)	1	-2	4	1	-2.8	1	7	0	0.3
23	Cc1ccc(/C(O)=C2\C(=O)C(=O)N(Cc3cccnc3)C2c2ccccc2[N+](=O)[O-])cc1 (stereo unspecified)	0	-2	-20	0	0.2	8	5	2	-4.9
24	O=C(COc1ccc(Cl)cc1)NCc1nnc(SCC(=O)Nc2ccc(F)cc2F)o1	-1	-14	6	-3	-1.5	2	-12	5	-1.6
25	CCn1c(=O)cc(SCC(=O)N2CCN(c3ccccn3)CC2)c2ccccc21	-10	-7	13	0	-1.3	4	17	.	-2.1
26	CC(=O)Nc1c2c(nn1-c1ccccc1C)CS(=O)C2 (stereo unspecified)	-6	-6	5	7	-1.4	1	5	-1	-1.3
27	C=CCn1c(SCc2ccc(C(=O)Nc3ccccc3)cc2)nnc1-c1ccccc1	-2	-5	5	-8	-1.7	5	-18	6	-1.7
28	CN1C(=O)N(C)c2cccc3cccc1c23	4	-8	-1	-1	9.3*	1	8	-2	-2.2
29	CCC(=O)N1CCN=C1SCc1ccccc1	-4	0	-3	0	-3.5	-1	8	1	-1.3
30	CN1c2ccsc2C(O)=C(C(=S)Nc2ccccc2)S1(=O)=O	5	-1	-5	4	-5.3	6	23	0	-3.2
31	O=C(Nc1cccc(O)c1)C1CCCN1C(=O)OCc1ccccc1 (stereo unspecified)	-1	1	-5	-4	-1.6	-7	2	0	-2.5
32	COc1cc(C2NC(=O)NC(C)=C2C(=O)OCC2CCCO2)cc(OC)c1OC (stereo unspecified)	-2	-7	-11	1	0.4	-15	1	3	-1.2
33	COc1ccc2c(c1OC)C(=O)N1c3ccccc3N=C(c3ccc([N+](=O)[O-])cc3)CC21 (stereo unspecified)	-8	-7	-14	-5	-1.3	24	11	-4	-3.3
34	Cc1cccc(OCCC(=O)Nc2ccc(F)c(F)c2)c1	-6	2	2	0	-1.1	0	-26	-3	-2.0
35	CCOc1nc(OCC)c2cnn(C)c2n1	13	-5	2	-1	0.0	3	-3	5	-1.2
36	O=C(NCCc1ccccc1F)[C@@H]1CSC2c3ccccc3C(=O)N21 (stereo partly specified)	7	-11	-10	3	-2.2	-8	8	-6	-3.5
37	CC1(C)CC(=O)c2cc(C(=O)N3CCN(CCO)CC3)c(=O)n(-c3ccc(Cl)cc3)c2C1	4	1	-9	4	0.0	4	25	2	-2.6
38	Cc1c(C(=O)CN2CCN(c3ccccc3)CC2)c2ccccc2n1C	10	-5	-14	1	3.9	6	-6	8	-2.9
39	COCCNC(C(=O)Nc1ccc([N+](=O)[O-])cc1Br)c1ccccc1 (stereo unspecified)	-3	-6	9	2	-2.5	2	-2	2	-4.5
40	O=C(Cn1nnc2ccccc21)N1CCCCC1	11	-1	8	2	-3.4	-2	-4	7	-2.6
41	Cc1ccc(/C(N)=N/OC(=O)CCC2CCCC2)cc1	7	-2	-4	15	-2.8	2	-22	-3	-2.5
42	Cc1ccc(C(=O)N2CCN(c3ccc(NC(=O)COc4ccccc4C)cc3)CC2)cc1	-10	-37	0	10	-0.2	3	-6	6	-2.4
43	CCC(C)(C)n1nnnc1C(c1ccccc1F)N1CCN(C(=O)c2ccco2)CC1 (stereo unspecified)	-8	-37	-18	3	1.6	-10	16	-8	0.8
44	COC(=O)c1ccc(NC(=O)c2ccc(CN3CCOCC3)cc2)cc1	0	-8	-6	5	-3.3	2	-2	0	-3.2
45	Cc1cc(=O)n2c(n1)OC(CO)C2 (stereo unspecified)	4	5	-5	-5	-1.1	-5	0	-3	-0.1
46	O=C(CSc1ccc(-c2cccc([N+](=O)[O-])c2)nn1)N1CCCCC1	1	-3	0	1	-1.0	2	7	-1	-2.2
47	CCn1c(=O)cc(SCC(=O)NCCCN2CCN(c3ccccc3F)CC2)c2ccccc21	-33	22	-5	-10	-0.8	-13	-26	8	-7.4
48	CN(c1ncc(C(F)(F)F)cc1Cl)N1C(=O)c2cccc([N+](=O)[O-])c2C1=O	0	7	14	1	-3.7	4	3	-1	37*
49	Cc1cc(C)cc(NC(=O)CSc2n[nH]c(-c3cccnc3)n2)c1	-4	-13	-7	-3	0.6	-15	8	-4	-1.0
50	Cn1cnc([N+](=O)[O-])c1SCC(O)CCl (stereo unspecified)	-3	-1	-2	2	-0.2	-12	6	6	-1.8
51	Cc1nc(C)c(C(=O)NCc2ccc(Cl)cc2)o1	2	-5	5	2	-0.8	-8	12	2	-0.1
52	CC1Cc2ccccc2N1C(=O)c1ccc(Br)o1 (stereo unspecified)	-2	-14	.	2	0.4	1	.	6	-1.2
53	CC(=O)c1ccc(NC(=O)c2cc3nc4c(c(C(F)(F)F)n3n2)CCCC4)cc1	9	-8	9	.	-3.5	9	-10	.	-2.5
54	COCC(=O)Nc1c(C(=O)Nc2cccc(OC)c2)oc2ccccc12	-4	-10	-9	-1	0.4	-4	-22	-3	-0.7
55	O=C(c1ccc(F)cc1)C(CCCCCC(CN1CCOCC1)C(=O)c1ccc(F)cc1)CN1CCOCC1 (stereo unspecified)	-46	8	0	.	-4.4	-1	-4	7	-1.4
56	Cc1ccc(C(=O)NCc2ccc(N3CCN(C)CC3)cc2)cc1C	0	5	-21	2	-2.1	-10	4	2	-3.8
57	COc1ccc(CCn2c(-n3nc(C)cc3C)nc3c2c(=O)[nH]c(=O)n3C)cc1	7	-5	.	6	0.6	-6	.	4	-0.4
58	Cc1csc(NC(=O)CSc2nccn2Cc2ccco2)n1	-2	-8	-1	4	-2.7	0	8	0	-0.9
59	CCOc1ccc(-n2c(C)nc3cc(C(=O)NCCCN4CCOCC4)ccc32)cc1	-20	9	-1	5	-1.6	10	-5	5	0.2
60	CC(C)(C)OC(=O)NCCCCCc1nnc(SCC(N)=O)o1	6	-5	-14	-4	-3.0	2	21	2	-5.0

# Continuation.
cpd	SMILES	NS3 helicase inh	DNA FID counter	pCIP destab	IDE act	VIM-2 inhibitor	PfM18AAP inh	UBC9 SUMO inh	IDE inh	IMP-1 inh
61	Cc1cc(O)cc(=O)n1Cc1ccco1	-9	-4	-14	-2	0.0	-5	30	0	-2.4
62	COc1ccc(C(=O)NCc2csc(-c3cccs3)n2)cc1	6	-14	-2	4	-2.0	2	20	3	-2.0
63	COc1ccc(Cn2nnnc2C(c2ccc(N(C)C)cc2)N2CCC(C(N)=O)CC2)cc1 (stereo unspecified)	-6	-17	2	8	-1.5	4	1	2	-2.1
64	COc1ccc(NS(=O)(=O)c2ccc(C)c(C(=O)NC3CCN(Cc4ccccc4)CC3)c2)cc1	-45	17	1	9	0.3	1	0	2	-1.9
65	NC(=S)Nc1ccc2cn[nH]c2c1	-2	-4	-3	-3	0.0	-2	3	2	0.7
66	O=[N+]([O-])c1ccc(Sc2cc[n+]([O-])c3ccccc23)c([N+](=O)[O-])c1	15	4	-3	1	-1.5	-2	16	-2	-1.5
67	COc1ccc(/C=N/NC(=O)Cc2cccs2)cc1	5	-12	-16	-2	-4.2	5	7	2	-3.0
